# Compound activity (PubChem BioAssay)
# CRFR2-BP antag: antagonists of CRF-BP/CRF-R2 complex, primary screen, cell-based, HEK293, calcium dye fluorescence, uHTS | actives 0.59% (n = 350,000) | inhibition, % at 11.8 µM | CRF-induced calcium fluorescence;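 active = inhibition of the ligand-induced calcium signal above about 50% at the single tested concentration, limit read from the data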
# GalR3 antag: GalR3 antagonists in HEK293 cells, primary screen, cell-based, fluorescence readout | Galanin receptor type 3 (Homo sapiens), O60755 | HEK293 GalR3-CNG cAMP membrane potential fluorescence; galR3 body fused to GalR1 C-terminus | inhibition, % at 3 µM | actives 0.44% (n = 360,000);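 active = inhibition above the screen-wide average plus 3 SD, cut at about 13% in these data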;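 note: forskolin and galanin both at EC90 stimulate the cells; cAMP rise reported by CNG channel membrane potential dye signal; 0% = forskolin plus galanin with DMSO and 100% = forskolin alone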
# Target sequence (O60755 1-299 limits assumed): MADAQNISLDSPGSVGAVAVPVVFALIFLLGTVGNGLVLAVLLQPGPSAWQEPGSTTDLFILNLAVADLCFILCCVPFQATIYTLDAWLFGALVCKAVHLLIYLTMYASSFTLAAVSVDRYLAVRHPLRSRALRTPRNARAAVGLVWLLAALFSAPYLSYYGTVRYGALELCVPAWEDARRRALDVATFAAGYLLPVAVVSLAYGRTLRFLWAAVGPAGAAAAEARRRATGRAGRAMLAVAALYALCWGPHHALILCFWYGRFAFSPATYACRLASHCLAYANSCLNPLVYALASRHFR
# CRFR2-BP ag: agonists of CRF-BP/CRF-R2 complex, primary screen, cell-based, HEK293, calcium dye fluorescence, uHTS; calcium dye fluorescence (FLIPR); percent of saturating CRF peptide response; activation, % at 13.2 µM; CRF-binding protein / CRF receptor 2 complex (human); actives 0.46% (n = 350,000);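 active = activation of at least 50%, plus an integration ratio under a set limit after plate pattern correction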;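 note: plate controls were neutral control wells without compound for no effect and CRF at EC100 for full effect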
# Numbers without * were called inactive.
SMILES,CRFR2-BP antag,GalR3 antag,CRFR2-BP ag
CCOC(=O)c1c(NC(=O)CSc2ncn[nH]2)sc(C(=O)N(C)C)c1C,2,1,-0.3
CC(C1=C(CCN(C)C)Cc2ccccc21)c1ccccn1 (centres undefined),-27,-7,-0.1
O=C(Nc1cc(C(=O)N2CCN(c3ccccc3)CC2)ccc1Cl)c1cccs1,-6,-8,0.6
O=C(c1cccc(Br)c1)N1CCN(c2ccccn2)CC1,-9,-3,-1.4
O=C(COc1cccnc1[N+](=O)[O-])Nc1ccc(F)cc1,0,-5,-0.9
CN(C)c1ccc(S(=O)(=O)NCC(=O)OCC(=O)c2ccc[nH]2)cc1[N+](=O)[O-],2,-3,0.4
O=C(COc1cccnc1[N+](=O)[O-])Nc1cc(Cl)ccc1Cl,9,-4,-2.2
O=C(/C=C/c1ccccc1[N+](=O)[O-])Nc1cc(S(=O)(=O)N2CCOCC2)ccc1N1CCOCC1,14,-2,-2.2
CC(C)(C)N1C(=O)[C@H]2[C@@H](c3ccc(Br)cc3)N3C(=O)N(c4cccc(Cl)c4)C(=O)[C@@]3(Cc3ccccc3)[C@H]2C1=O,-6,-4,5.7
O=C(C[C@H]1C(=O)N(Cc2cccnc2)C[C@@H]1Cc1ccccc1)Nc1ccc(Br)cc1,-8,-6,3.5
CC1(C(=O)OCC(=O)NCc2ccc(Cl)cc2)CC1(Cl)Cl (centres undefined),3,-2,-5.2
Cc1ccc(C(=O)C(C)OC(=O)CNC(=O)c2ccc(Br)o2)cc1 (centres undefined),24,-5,-2.1
Cc1csc(NC(=O)CSC2=NS(=O)(=O)c3ccccc3N2)n1,7,-1,2.2
CCN(Cc1ccc(Br)s1)C(=O)CSc1nnc(C2CC2)n1C1CC1,1,-1,1.8
O=C(NC1CCCCC1)C1COc2ccccc2O1 (centres undefined),-6,-2,-0.6
CC(=O)Nc1cccc(C(=O)OCC(=O)c2ccc(S(=O)(=O)N3CCCCC3)cc2)c1,-9,-4,1.8
CCCN(CC(=O)Nc1ccccc1C)C(=O)c1ccc(N2CCCC(C)C2)c([N+](=O)[O-])c1 (centres undefined),7,-3,-2.1
COc1cccc(CN(C)C[C@@H]2OCc3ccccc3-c3c(n(C)c4ccccc34)C(=O)N([C@@H](C)CO)C[C@H]2C)c1,5,-5,0.6
CCn1cnc2cc(NC(=O)COc3ccc(C)cc3)ccc21,-3,-5,-0.5
CC(=O)c1cc2c(cc1NC(=O)Cc1ccsc1)OCO2,0,-6,1.1
O=C(OCC#CCSc1nnc(-c2cccc3ccccc23)o1)c1ccc2ccccc2c1,-3,-3,3.6
CCCCNC(=O)C(CC)(ONc1ccccc1C(F)(F)F)c1ccccc1 (centres undefined),2,-5,-1.7
O=C(COC(=O)CNC(=O)c1ccc(Cl)cc1Cl)NC(=O)NCc1ccccc1,-12,1,-1.1
CN(c1ccccc1)S(=O)(=O)c1cccc(NC(=O)c2ccc(=O)[nH]n2)c1,2,-4,-0.6
CCOC(=O)C1=C(C)NC(C)=C(C(=O)OCC)C1C(=O)OCC(=O)NCc1ccco1,14,-1,-6.2
CN(C)S(=O)(=O)c1cccc(NC(=O)COC(=O)C2CCN(C(=O)c3ccc(F)cc3)CC2)c1,-3,-1,0.2
CN(CC(=O)Nc1ccccc1C(F)(F)F)C(=O)c1ccc(-c2ccc(Cl)cc2)o1,-7,-5,-0.1
CC1(C)Nc2ccccc2C(=O)N1c1ccc(Br)cc1,-1,-3,0.5
COc1cc(/C=N/NC(=O)CNS(=O)(=O)c2ccc(C)cc2)cc(OC)c1OC,-10,-4,0.2
Cc1cc(Cl)ccc1C1=CC(=O)C[C@H](c2ccc(F)cc2)C1,20,-7,14
COC(=O)c1cc(C(=O)NNC(=O)c2ccc3c(c2)OCO3)cc([N+](=O)[O-])c1,2,-5,-2.0
CC(C)N(C)S(=O)(=O)c1ccc(NC(=O)CSC(=S)N2CCCC2)cc1,7,-2,-0.3
O=[N+]([O-])c1ccc(S(=O)(=O)N2CCN(c3ccc(N4CCOCC4)nn3)CC2)cc1,30,1,-0.3
O=[N+]([O-])c1cccc(C=NN=Cc2ccccc2O)c1,-4,-6,-0.8
Cc1noc(C)c1S(=O)(=O)N(C)C[C@H]1OCCCC[C@@H](C)Oc2ccc(NC(=O)CCCN(C)C)cc2C(=O)N([C@H](C)CO)C[C@@H]1C,-16,-7,0.6
O=C1OC(c2ccccc2)(c2ccccc2)c2ccsc21,50,-5,-1.3
c1ccc(Nc2ccccc2)cc1,5,-3,-0.8
O=C(OCC(=O)N1CCCC1=O)c1ccc(O)cc1O,-6,-1,0.5
COC(=O)C1CC(c2ccccc2)N(c2ccccc2)O1 (centres undefined),37,-4,-2.7
C=C(CCO)C1=CCN(S(=O)(=O)C(C)(C)C)[C@H]1CCO,19,-4,-4.5

# Limited to GalR3 antag and CRFR2-BP ag (6 entries from above):
molecule,GalR3 antag,CRFR2-BP ag
O=[N+]([O-])c1ccc(S(=O)(=O)N2CCN(c3ccc(N4CCOCC4)nn3)CC2)cc1,1,-0.3
COC(=O)c1cc(C(=O)NNC(=O)c2ccc3c(c2)OCO3)cc([N+](=O)[O-])c1,-5,-2.0
O=C1OC(c2ccccc2)(c2ccccc2)c2ccsc21,-5,-1.3
Cc1noc(C)c1S(=O)(=O)N(C)C[C@H]1OCCCC[C@@H](C)Oc2ccc(NC(=O)CCCN(C)C)cc2C(=O)N([C@H](C)CO)C[C@@H]1C,-7,0.6
CC(C)N(C)S(=O)(=O)c1ccc(NC(=O)CSC(=S)N2CCCC2)cc1,-2,-0.3
C=C(CCO)C1=CCN(S(=O)(=O)C(C)(C)C)[C@H]1CCO,-4,-4.5

# Compound profiles, as listed above. Order of screens: CRFR2-BP antag, GalR3 antag, CRFR2-BP ag
# Entry for `CC(=O)Nc1cccc(C(=O)OCC(=O)c2ccc(S(=O)(=O)N3CCCCC3)cc2)c1` : -9, -4, 1.8
# Entry for `O=C(OCC(=O)N1CCCC1=O)c1ccc(O)cc1O` : -6, -1, 0.5

# The main list resumes; the six compounds before the break are reprinted first.
SMILES,CRFR2-BP antag,GalR3 antag,CRFR2-BP ag
Cc1noc(C)c1S(=O)(=O)N(C)C[C@H]1OCCCC[C@@H](C)Oc2ccc(NC(=O)CCCN(C)C)cc2C(=O)N([C@H](C)CO)C[C@@H]1C,-16,-7,0.6
O=C1OC(c2ccccc2)(c2ccccc2)c2ccsc21,50,-5,-1.3
c1ccc(Nc2ccccc2)cc1,5,-3,-0.8
O=C(OCC(=O)N1CCCC1=O)c1ccc(O)cc1O,-6,-1,0.5
COC(=O)C1CC(c2ccccc2)N(c2ccccc2)O1 (centres undefined),37,-4,-2.7
C=C(CCO)C1=CCN(S(=O)(=O)C(C)(C)C)[C@H]1CCO,19,-4,-4.5
CC(Oc1ccccc1F)C(=O)NNC(=O)CCNC(=O)c1ccco1 (centres undefined),-6,-5,0.4
CCN(CC)c1ccc(N=C2C=CC(=O)C=C2NC(C)=O)cc1,-23,0,-2.1
O=C(NC(=S)NC1CCC(O)CC1)c1ccco1 (centres undefined),-2,-5,0.6
NCCCCC(N)c1cn([C@@H](CCC(=O)O)C(=O)N2CCNCC2)nn1 (some centres undefined),2,2,-0.9
Cc1ccc(-c2csc3ncn(CC(=O)NCC(c4ccco4)N4CCCC4)c(=O)c23)cc1 (centres undefined),5,-4,-0.2
CCOC(=O)C1(COCc2ccccc2)CCCCC1=O (centres undefined),-3,-5,6.1
COc1c(C=O)c2c(c(OC)c1OC)-c1ccc(OC)c(=O)cc1C(NC(C)=O)CC2 (centres undefined),0,-1,-1.4
Cc1ccccc1OCC(=O)OCC(=O)Nc1ccc2c(c1)OCCO2,-1,0,0.8
O=C(O)c1cnc2ccc(Cl)cc2n1,3,-1,2.6
O=C(NCc1ccncc1)c1ccc(NS(=O)(=O)c2cccc([N+](=O)[O-])c2)cc1,2,5,1.7
COc1ccc(-c2nn(-c3ccccc3)cc2C(=O)N2CCN(S(=O)(=O)c3cccc(F)c3)CC2)cc1,-13,-4,3.3
CCC1(CC)C(=O)NC(=S)N=C1N,-10,-3,1.4
CCN(C(=O)CSc1nc(N)cc(=O)[nH]1)C1CCS(=O)(=O)C1 (centres undefined),2,-8,1.0
CCn1nnc2cc(C(=O)OCC(=O)N(C)Cc3cccc(F)c3)ccc21,-8,-3,-1.0

# These rows are one share of the data; rates above refer to the full screens.
